# DAGLB inhibitor: diacylglycerol lipase beta (human) inhibition | Q8NCG7 | HEK293T DAGLB membrane lysate, EnzChek fluorogenic substrate | inhibition, % at 5.17 µM | 340,000 compounds, 0.059% hits; in the data active = inhibition above about 34%;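 also: 0% = enzyme with vehicle and 100% = wells lacking enzyme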
# Target sequence (Q8NCG7 whole entry, looked up): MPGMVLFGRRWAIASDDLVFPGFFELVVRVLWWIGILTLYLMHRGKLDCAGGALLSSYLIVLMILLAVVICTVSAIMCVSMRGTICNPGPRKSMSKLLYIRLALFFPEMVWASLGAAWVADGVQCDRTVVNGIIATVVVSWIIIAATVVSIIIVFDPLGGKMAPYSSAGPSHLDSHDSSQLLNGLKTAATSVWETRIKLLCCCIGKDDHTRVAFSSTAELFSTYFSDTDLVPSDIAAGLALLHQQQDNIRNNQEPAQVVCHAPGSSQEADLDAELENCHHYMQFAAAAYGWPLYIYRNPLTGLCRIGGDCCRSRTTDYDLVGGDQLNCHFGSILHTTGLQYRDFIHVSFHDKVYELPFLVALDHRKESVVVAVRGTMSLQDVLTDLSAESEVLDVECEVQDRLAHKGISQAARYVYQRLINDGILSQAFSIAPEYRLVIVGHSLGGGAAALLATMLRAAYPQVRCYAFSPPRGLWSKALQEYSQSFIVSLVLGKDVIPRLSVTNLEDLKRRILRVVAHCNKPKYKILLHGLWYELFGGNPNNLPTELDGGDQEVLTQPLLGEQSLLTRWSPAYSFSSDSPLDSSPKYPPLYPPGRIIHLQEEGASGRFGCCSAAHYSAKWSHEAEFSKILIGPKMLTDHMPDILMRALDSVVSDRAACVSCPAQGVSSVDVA
# NSD2 inh: NSD2 (human) methyltransferase inhibition; O96028; NSD2 peptide methylation, AlphaScreen, 120 min; inhibition, % at 12.5 µM; 310,000 compounds, 0.54% hits; AID 743445; in the data active = inhibition above about 50%
# SR-BI HDL uptake: mouse SR-BI HDL lipid transfer inhibition; Q61009; ldlA[mSR-BI] CHO cells, DiI-HDL uptake fluorescence, 3 h; inhibition, % at 12.5 µM; 320,000 compounds, 0.96% hits; AID 488896;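 active = mean replicate inhibition of at least 70% and a set share of replicates each scoring 70 or more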;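 also: 0% = median of neutral control wells and 100% = median of positive control wells; values of inactives mirror those of a sister screen read the other way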
# PvdQ inh: blocks Pseudomonas aeruginosa PvdQ acylase activity; purified PvdQ acylase, fluorescence plate reader; inhibition, % at 10 µM; 340,000 compounds, 0.063% hits; AID 488965; in the data active = inhibition above about 30%, passing the limit was not always enough;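 also: 0% = vehicle neutral wells and 100% = reference inhibitor wells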
# PKA-R2B act: activators of human PKA-R2B complex; P22694+P31323; PKA-R2B holoenzyme dissociation, Cy5-IP20 fluorescence polarization; R2B truncated from residue 108, S112A mutant; 0% DMSO only, 100% 113 µM cGMP; activation, % at 11.4 µM; 340,000 compounds, 0.079% hits;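 active = activation above a cutoff set at the mean over all compounds plus 3 SD, cut at about 18% in these data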;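 also: higher means more holoenzyme dissociation and a rise in polarization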
# Target sequence (P31323 whole entry, looked up, other chains not shown, the tested form may be a part): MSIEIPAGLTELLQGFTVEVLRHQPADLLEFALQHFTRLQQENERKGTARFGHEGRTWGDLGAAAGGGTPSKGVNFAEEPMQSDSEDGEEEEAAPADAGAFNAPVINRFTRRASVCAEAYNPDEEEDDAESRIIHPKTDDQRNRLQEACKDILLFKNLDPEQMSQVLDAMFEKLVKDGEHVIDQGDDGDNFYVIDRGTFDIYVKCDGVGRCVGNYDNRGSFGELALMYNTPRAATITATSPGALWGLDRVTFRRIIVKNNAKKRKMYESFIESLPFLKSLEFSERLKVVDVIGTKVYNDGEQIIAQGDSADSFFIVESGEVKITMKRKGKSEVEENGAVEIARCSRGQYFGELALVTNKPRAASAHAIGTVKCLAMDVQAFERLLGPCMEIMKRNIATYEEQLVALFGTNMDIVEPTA
# C-LANA FP: KSHV C-LANA DNA binding inhibition; AID 504423; MBP-C-LANA/FAM-LBS DNA binding, fluorescence polarization; inhibition, % at 9 µM; 340,000 compounds, 0.078% hits;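 active = highest replicate inhibition at or above 60% at 9 µM, even if other replicates fall short; inactive = all replicates below 60% inhibition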;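 also: 0% = neutral control wells and 100% = 4 µM acridine orange control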
# SR-BI DiI-HDL act: SR-BI HDL lipid transfer activation | activation, % at 12.5 µM | 320,000 compounds, 0.096% hits | CHO ldlA[mSR-BI] cells, DiI-HDL uptake fluorescence, 3 h; 100 = double the neutral-control signal;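 active = mean replicate activation of at least 60% and every replicate at or above 60%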;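 also: 0% = median plate neutral-control signal and 100% = twice that signal; values of inactives mirror those of a sister screen read the other way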
#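 Test system: SR-BI-overexpressing, LDLR-lacking CHO cells; Also added: labelled HDL, 10 µg/mL; Measured by: bottom-read cell fluorescence after medium removal, ex 550/em 595 nm; Timing: 3 h uptake period with compound, 37 °C; Buffer or medium: F12, 0.5% BSA, 25 mM HEPES; Doses: single compound concentration, delivered by pin transfer.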
# Arrestin-AP2 inh: blocks beta-arrestin peptide binding to AP2 adaptin | FITC-arrestin peptide / GST-AP2 beads, flow cytometry; AP2 beta2 appendage carries R879A mutation | inhibition, % at 10 µM | 340,000 compounds, 0.31% hits;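 active = inhibition above a set limit, near 3 SD of compounds lacking own fluorescence, cut at about 54% in these data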;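 also: plate controls were DMSO wells for no effect and 5 µM unlabelled arrestin peptide for full effect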
#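 test system = AP2 appendage R879A on GSH beads | buffer or medium = PBS plus Tween 20 (0.05%) and BSA (0.1%) | incubation = 12 min plus 1 h, RT | detection = bead flow cytometry, FITC channel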
# RTF Ca sens inh: cardiac RTF calcium desensitization | P19429+P45379 | IANBD-labeled cardiac RTF, Ca2+ fluorescence | inhibition, % at 7.15 µM | 340,000 compounds, 0.12% hits | AID 493244;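 active = inhibition above the mean inhibition of all tested compounds plus 3 SD, cut at about 17% in these data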;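 also: assay run at fixed EC70 calcium of 1.6 mM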
# Keap1-Nrf2 PPI: Keap1-Nrf2 (human) interaction inhibition; AID 504523; inhibition, % at 9.4 µM; Q14145; Keap1 Kelch-Nrf2 peptide fluorescence polarization, 1536-well; 340,000 compounds, 0.15% hits; in the data active = inhibition above about 12%;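 also: human Keap1 Kelch domain with fluorescein labeled Nrf2 9mer peptide probe; 0% = neutral control wells and 100% = peptide positive control; higher means more block of Keap1 binding to Nrf2 peptide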
# Numbers without * were called inactive; . = no result given.
No.	Structure	DAGLB inhibitor	NSD2 inh	SR-BI HDL uptake	PvdQ inh	PKA-R2B act	C-LANA FP	SR-BI DiI-HDL act	Arrestin-AP2 inh	RTF Ca sens inh	Keap1-Nrf2 PPI
1	CCCSc1nc(NCc2ccco2)c2c3c(sc2n1)COC(C)(C)C3	-6	18	18	7	6	-0.4	-18	12	-10	5
2	O=C(Cn1cc([N+](=O)[O-])cn1)N1CCN(c2ccccc2)CC1	0	-3	-2	13	-5	-0.1	2	10	2	-2
3	Cc1ccc(CNC(=O)CCN2C(=O)[C@@H]3Cc4ccccc4CN3C2=O)cc1	-3	-2	-6	-1	-7	1.0	6	-6	-4	2
4	CCc1ccccc1N(CC(=O)NC(C)(C)CC)C(=O)CCC(=O)Nc1nccs1	3	0	-18	-12	-2	-2.8	18	28	-10	3
5	CC(=O)Nc1ccc(NC(=S)Nc2ccc(Br)cc2)cc1	1	1	20	-11	-3	-7.4	-20	-3	3	-2
6	CCN(CC)c1ccc(N2C(=O)c3ccccc3C2=O)cc1	-2	27	-7	-17	2	-0.2	7	2	4	-5
7	COc1ccc(NS(=O)(=O)c2cccc(C(=O)NNC(=O)c3ccccc3O)c2)cc1	2	5	72*	0	-5	-0.5	-72	21	-10	4
8	O=C(Nc1ccc2c(c1)OCO2)c1cc(-c2ccc(O)cc2)on1	1	5	29	-2	-1	1.1	-29	1	-1	1
9	COc1cccc(OCC(=O)Nc2ccccc2C(=O)Nc2ccc(C(=O)O)cc2)c1	1	-1	27	-13	0	0.2	.	0	-1	-5
10	CC(=O)c1cc2c(cc1NC(=O)c1ccc(Cl)cc1)OCCO2	-2	21	35	-4	11	2.3	-35	27	1	1
11	CCNC(=O)c1ccccc1-c1nc(-c2ccccc2OC)no1	0	-2	9	-18	-1	0.9	-9	-7	1	0
12	CCOC(=O)N1CCN(C(=O)C2CCCN(S(=O)(=O)c3ccc(C)cc3)C2)CC1 (configuration not stated)	-3	-1	0	-18	3	-0.4	0	-7	-5	-5
13	Cc1cc(C)c2nc(N3C(=O)C(O)=C(C(=O)c4ccco4)C3c3cccc(O)c3)sc2c1 (configuration not stated)	13	0	-4	-4	2	1.6	4	3	0	-3
14	OCCC1CN(Cc2ccon2)CCN1CCc1ccccc1 (configuration not stated)	-2	-1	-6	13	3	-0.3	6	12	-3	-1
15	COc1ccccc1NC(=O)CSc1nnc(Cn2cnc3ccccc32)o1	-1	2	6	8	-3	0.9	-6	32	11	3
16	Cc1nc(N)nc(Cl)c1CCC1OCCO1	0	-2	-19	7	12	0.2	19	30	6	1
17	CCn1c(/C=C/N(C(C)=O)c2ccccc2)[n+](CCCS(=O)(=O)[O-])c2cc(Cl)c(Cl)cc21	-1	0	-8	-5	0	-2.3	8	7	2	0
18	COc1ccc(C(=O)N[C@H](C(=O)OCc2nc3ccsc3c(=O)[nH]2)C(C)C)cc1	1	2	-5	2	-5	-0.1	5	4	0	-3
19	COc1ccc(-c2ccc3c(c2)C2CC3CCN2Cc2ccc(OC(F)(F)F)cc2)cc1 (configuration not stated)	-12	.	17	5	1	-1.5	-17	-1	-4	2
20	CCc1cc(CC)c(/C=N/NC(N)=O)c(CC)c1/C=N/NC(N)=O	1	0	9	-13	-1	0.0	-9	-2	0	-6
21	O=C(NCc1ccccc1)c1ccc(NC2=NC3CS(=O)(=O)CC3S2)cc1 (configuration not stated)	0	.	9	-11	6	-0.8	-9	11	-2	-4
22	CC1(C)CC(=O)c2sc(NS(=O)(=O)c3ccc(Br)cc3)nc2C1	4	-4	2	-7	-4	-0.7	-2	9	-1	4
23	COc1cc2c(cc1Cl)/C(=C\CCN(C)C)c1ccccc1S2	3	23	-16	5	-6	-0.1	16	-9	-5	-1
24	CCN1CCc2c(sc(NC(=O)c3ccc(S(=O)(=O)N(CC)c4ccccc4)cc3)c2C(N)=O)C1	-8	7	4	-5	-3	5.8	-4	0	-11	-2
25	Cn1c(=O)c2c(ncn2CC(=O)Nc2nccs2)n(C)c1=O	1	-20	.	-12	1	1.1	.	8	-22	-4
26	CCNc1nc(SC(C)C(=O)Nc2ccccc2)nc(N2CCOCC2)n1 (configuration not stated)	0	-4	-23	0	-4	-0.6	23	22	-1	-4
27	CCN(C(=O)CSc1ncccn1)c1c(N)n(Cc2ccccc2)c(=O)[nH]c1=O	0	-1	-7	-12	1	-2.9	7	-2	10	-2
28	Cc1ccc(C2CC(=O)NC(SCc3ccccc3)=C2C#N)o1 (configuration not stated)	2	.	-5	11	-10	-0.6	5	13	3	-7
29	CC(=O)c1cccc(NC(=O)CCc2nc3sc4c(c3c(=O)[nH]2)CCCC4)c1	6	2	1	-15	-14	-0.6	-1	2	1	-4
30	COc1ccc(OCC(=O)O/N=C(\N)c2ccc(OC)c(OC)c2)cc1	-16	-5	-10	-18	-12	-1.0	10	3	-20	-4
31	CNC(=O)Nc1cccc2cccnc12	1	-1	-12	-12	0	-1.0	12	-8	-1	-2
32	Cc1ccc(S(=O)(=O)NC2(C(F)(F)F)C(=O)Nc3c2c(=O)[nH]c(=O)n3-c2ccccc2)cc1 (configuration not stated)	-2	-2	-30	-11	1	0.6	30	-7	-20	-2
33	Fc1cccc(COc2ccccc2CNc2ccccc2)c1	-10	-1	13	5	-3	-0.5	-13	22	-4	1
34	COC(=O)/C=c1\sc2n(c1=O)C(C)=CC(C)(C)N=2	-1	23	-5	-11	-1	1.2	5	4	-5	-3
35	O=C(CN1C(=O)c2ccccc2C1=O)Nc1sc2c(c1C(=O)NCc1ccco1)CCCC2	0	-2	9	0	-6	-1.0	-9	8	2	-1
36	Cc1nc2ncnn2c(C)c1CCC(=O)NCc1ccc2c(c1)OCO2	0	0	-25	-4	0	0.8	25	10	-5	0
37	CN(C(=O)c1ccccc1-c1ncc[nH]1)C1CCCN(Cc2ccccc2F)C1 (configuration not stated)	0	-1	-12	4	-16	-0.9	12	-7	5	0
38	O=C(Cn1cncc1-c1ccc([N+](=O)[O-])cc1)Nc1ccccc1F	-1	-3	4	7	-9	-1.5	-4	24	-10	-1
39	CC(C)C(Nc1ccc(S(=O)(=O)N2CCOCC2)cc1[N+](=O)[O-])C(=O)O (configuration not stated)	-1	1	-21	15	-9	2.0	21	17	-6	0
40	Cc1ccc(N(CC(O)CN2C(=O)NC(C)(C)C2=O)S(=O)(=O)c2ccc(C)cc2)cc1 (configuration not stated)	1	.	-8	-12	-5	0.6	8	-35	-5	-2
41	O=C(Nc1ccccc1)c1sc2cc(C(F)(F)F)cnc2c1-c1cccs1	-13	1	71*	-9	-3	0.4	-71	-5	-5	-6
42	CCc1nnc(NC(=O)CSc2nnc(C3CCCCC3)n2-c2ccccc2)s1	3	-1	.	-11	6	1.6	.	-1	0	-2
43	CCn1ccnc1CN(C)Cc1cn(-c2ccc(C)cc2)nc1-c1cccc(C)c1	-3	5	-6	-5	-9	0.1	6	-2	10	-1
44	COc1cc(C(=O)N2C(=O)c3cccc(N)c3C2=O)cc(OC)c1OC	1	1	-6	1	4	0.9	6	14	-8	8
45	Brc1cc2c(cc1/C=N/Nc1nc(N3CCCC3)nc(N3CCOCC3)n1)OCO2	0	.	17	-5	-17	-0.9	-17	6	-38	-5
46	CCOc1ccccc1NC(=O)CCNS(=O)(=O)c1ccc2[nH]c(=O)oc2c1	2	2	11	-2	4	0.3	-11	3	-5	-4
47	O=C(NC1=NCCS1)c1cccs1	1	-1	-5	-22	7	1.3	5	-1	-1	-6
48	CSc1cc(-c2ccc(Cl)cc2)c(C(=O)NC(C)C)s1	-4	0	63	-12	1	1.3	-63	-1	0	-2
49	O=C1Nc2ccc(Br)cc2/C1=C/C(=O)c1ccccc1	0	.	4	-7	1	1.8	-4	-22	-4	4
50	CC(C(=O)NCc1ccccc1)n1cc([N+](=O)[O-])cn1 (configuration not stated)	-2	-2	-27	-12	0	-0.2	27	-6	-4	-1
51	Cc1ccnc(NS(=O)(=O)c2ccc(Cl)nc2)c1	3	-2	.	-11	1	-0.8	.	2	-13	-1
52	CCC1CCC(c2nnc(-c3ccc([N+](=O)[O-])cc3)o2)CC1 (configuration not stated)	-6	2	-24	5	2	-0.4	24	29	10	-1
53	CCOc1cc(S(=O)(=O)NCc2ccc(OC)cc2)c(OCC)cc1-n1cnnn1	2	0	-3	-8	0	-0.5	3	11	-6	-2
54	O=C(NCCCN1CCC(Cc2ccccc2)CC1)C1CC(=O)N(C2CCCCCC2)C1 (configuration not stated)	2	2	-2	13	-6	-0.4	2	-7	-5	-3
55	O=C(Cc1cccc2ccccc12)NN1C(=O)C2C(C1=O)C1C=CC2C12CC2 (configuration not stated)	1	8	5	5	-9	-1.7	-5	23	2	-3
56	Cc1cc(Br)c(S(=O)(=O)n2nnc3ccccc32)cc1C	6	0	-29	-8	3	1.0	29	12	-24	-3
57	Cc1ccc(NC(=O)CSc2nc(NS(=O)(=O)c3ccc(C)cc3)cc(=O)[nH]2)cc1	-3	0	-17	-9	-6	1.6	17	0	-4	-4
58	COc1ccc(C)cc1NC(=O)c1cc2c(=O)n3ccccc3nc2n1C	1	-2	2	-15	-2	0.7	-2	7	-5	2
59	Cc1nnc(SCC(=O)Nc2cccc(S(=O)(=O)NC3=NCCCCC3)c2)n1Cc1ccccc1	1	0	-22	8	-5	-1.1	22	10	3	0
60	COc1ccc([C@H]2CC(=O)C=C(c3cccc(OC)c3OC)C2)cc1OC	0	.	24	-12	-7	-1.6	-24	9	3	-1

# More entries
No.	Structure	DAGLB inhibitor	NSD2 inh	SR-BI HDL uptake	PvdQ inh	PKA-R2B act	C-LANA FP	SR-BI DiI-HDL act	Arrestin-AP2 inh	RTF Ca sens inh	Keap1-Nrf2 PPI
61	CCC(C(=O)OCC(=O)N1CCN(c2ccc(OC)cc2)CC1)c1ccccc1 (configuration not stated)	-4	4	19	-14	-8	1.8	-19	1	-6	-5
62	COc1ccc(-c2noc(CCC(=O)N3CCN(c4cccc(C)c4C)CC3)n2)cc1	-7	.	6	-12	6	-0.5	-6	4	-2	-6
63	O=C(CCCC(=O)c1ccccc1)NCCc1ccccc1	-3	-5	23	1	-8	-0.2	-23	-3	5	0
64	NC(=O)c1nnn(-c2cccc(C(F)(F)F)c2)c1-c1ccccc1	1	-2	-6	-12	-3	-0.1	6	10	-2	-5
65	O=C(O)CCC(=O)Nc1nc(-c2ccccc2)cs1	-1	-2	-25	-16	-3	-1.3	25	4	-14	-4

# Source: PubChem BioAssay (several laboratories)

# The order is random; 2.1% or so of the library scored in one or more.
